T cruzi growth = inhibitors of T. cruzi proliferation | T. cruzi beta-gal in NIH3T3, GalScreen luminescence, 90 h | inhibition, % at 8.34 µM | 77,000 compounds, 5.9% hits | AID 624255;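 active = mean inhibition above about 93%, with at least 55% of replicates each passing it, limit read from the data, passing the limit was not always enough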
C diff HTS = inhibitors of Clostridium difficile growth; Clostridium difficile clinical isolate growth, OD600, 24 h; active compounds read low; AID 1259249; growth activity, negative = inhibition, % at 16 µg/mL (by protocol); 86,000 compounds, 0.25% hits;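 active = mean growth activity at or below -80% and every replicate also at or below -80%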;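 also: 0% = DMSO wells and -100% = levofloxacin 16 µg/mL wells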
GASC1 inh = inhibitors of human demethylase GASC-1 KDM4C; 96,000 compounds, 0.15% hits; GST-KDM4C 2-372, H3K9me3 peptide, LANCE TR-FRET; AID 720574; inhibition, % at 12.5 µM;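 active = mean replicate inhibition above about 25%, with at least 55% of replicates also reaching it, limit read from the data, passing the limit was not always enough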
Target sequence (Q9H3R0 2-372 limits assumed): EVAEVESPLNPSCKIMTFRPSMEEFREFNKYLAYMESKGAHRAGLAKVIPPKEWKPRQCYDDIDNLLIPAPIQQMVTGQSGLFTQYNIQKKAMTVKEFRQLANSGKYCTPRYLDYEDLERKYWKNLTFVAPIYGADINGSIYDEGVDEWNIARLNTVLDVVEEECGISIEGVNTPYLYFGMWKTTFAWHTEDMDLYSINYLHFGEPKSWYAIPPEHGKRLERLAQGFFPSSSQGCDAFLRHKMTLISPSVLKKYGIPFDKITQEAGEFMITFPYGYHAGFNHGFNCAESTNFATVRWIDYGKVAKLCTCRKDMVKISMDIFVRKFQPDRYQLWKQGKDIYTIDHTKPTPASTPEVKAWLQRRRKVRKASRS
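Material: GST-tagged GASC-1 (JMJD2C) catalytic fragment, aa 2-372 / Quantity: enzyme final amount 10 nM / Medium: HEPES buffer, pH 7.5, plus ascorbate / Doses: one test concentration per compound / Incubation: 30 min reaction, 60 min detection, RT / Measured by: LANCE TR-FRET / Read-out: inhibition from TR-FRET ratio decrease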
Pf Dd2 inh = inhibitors of Plasmodium falciparum Dd2 growth. P. falciparum Dd2 growth, SYBR Green, 72 h; active compounds read low. activity change, % at 10 µM. 94,000 compounds, 2.3% hits. AID 1159554; in the data active = activity change below about -80%
* marks the source's active call; other numbers are inactive results; / = no result given; & = joins results of further samples.

#	SMILES	T cruzi growth	C diff HTS
1	COCC(=O)N(C)C[C@H]1Oc2ncc(-c3cccc(OC)c3)cc2C(=O)N([C@H](C)CO)C[C@@H]1C	-10.5	-3.0
2	C[C@H](CO)N1C[C@H](C)[C@H](CN(C)Cc2ccccc2)OCc2cn(nn2)CCCC1=O	-27.5	1.8
3	COCC(=O)Nc1ccc2c(c1)C(=O)N(C)[C@H]1CC[C@H](CC(=O)NCC(F)(F)F)O[C@H]1CO2	18.3	-3.6
4	O=C(C[C@@H]1CC[C@@H]2[C@H](COC[C@@H](O)CN2Cc2cc(F)ccc2F)O1)N[C@@H]1CCN(Cc2ccccc2)C1	94.7	-1.6&-11.5
5	C[C@@H]1CN([C@@H](C)CO)C(=O)c2cccc(NS(=O)(=O)c3cccs3)c2O[C@@H]1CN(C)S(=O)(=O)c1ccc(F)cc1	6.9	-1.4
6	CC(C)NC(=O)N(C)C[C@@H]1OCCCC[C@H](C)Oc2ccc(NS(=O)(=O)c3ccccc3)cc2C(=O)N([C@H](C)CO)C[C@@H]1C	-30.8	2.4
7	C[C@H]1CCCCO[C@H](CN(C)Cc2ccccc2)[C@@H](C)CN([C@@H](C)CO)C(=O)c2cc(NC(=O)c3ccccc3)ccc2O1	101.8*	-8.4
8	O=C(Nc1ccccc1)N1CCCCN2[C@H](CO)[C@H](c3ccc(C#Cc4ccccn4)cc3)[C@H]2C1	103.6*	11.7
9	COc1ccc(CN(C)C[C@H]2Oc3ccc(NC(=O)Nc4cccc5ccccc45)cc3CC(=O)N([C@@H](C)CO)C[C@H]2C)cc1	66.1	-5.8
10	COc1ccc(NC(=O)N[C@H]2CC[C@@H](CCNC(=O)c3cc(Cl)cc(Cl)c3)O[C@H]2CO)cc1	-22.3	/
11	Cc1noc(C)c1NC(=O)N(C)C[C@H]1Oc2c(NC(=O)c3nc4ccccc4s3)cccc2C(=O)N([C@H](C)CO)C[C@@H]1C	-204.1	-2.3
12	Cc1ccc(S(=O)(=O)Nc2ccc3c(c2)C(=O)N([C@H](C)CO)C[C@H](C)[C@H](CN(C)C(=O)CCC(F)(F)F)OCCCC[C@@H](C)O3)cc1	1.5	/
13	COCC(=O)N1CC(=O)N2[C@H](C1)[C@H](c1ccc(C#CCc3ccccc3)cc1)[C@@H]2CO	/	-3.8
14	C[C@@H]1CCCCO[C@@H](CN(C)S(=O)(=O)c2cccs2)[C@H](C)CN([C@H](C)CO)C(=O)c2cc(NC(=O)CCC(F)(F)F)ccc2O1	33.7	-4.5
15	CN1C(=O)c2cc(NS(=O)(=O)c3cccc(F)c3)ccc2OC[C@@H]2O[C@H](CC(=O)O)CC[C@H]21	16.7	-0.3

#	GASC1 inh	Pf Dd2 inh
1	/	32.4
2	1.2	12.3
3	1.6	-16.9
4	2.9	-11.2
5	-2.1	-9.5
6	1.8	10.0
7	0.2	-55.6
8	-0.8	-25.1
9	-3.2	36.6
10	0.2	-20.3
11	0.8	-46.1
12	-0.2	-13.5
13	3.6	-3.3
14	-1.1	-57.0
15	-1.2	17.2

Next section:
#	SMILES	T cruzi growth	C diff HTS
16	C[C@@H]1CN([C@@H](C)CO)C(=O)c2cccc(NC(=O)Nc3ccc4c(c3)OCO4)c2O[C@H]1CN(C)S(=O)(=O)c1ccc(Cl)cc1	68.2	/
17	COc1cccc(-c2ccc3c(c2)[C@H]2[C@H](CCN2C(=O)C2CCCCC2)[C@H](CO)N3)c1	/	-10.9
18	CN(C)c1ccc2c(c1)[C@@H]1C[C@@H](CC(=O)NCc3cccc(F)c3)O[C@H](CO)[C@@H]1O2	-13.0	-9.9
19	COCC(=O)N(C)C[C@H]1Oc2cc(C#C[C@H](C)O)ccc2S(=O)(=O)N([C@@H](C)CO)C[C@H]1C	26.7	-7.8
20	CNC[C@H]1Oc2c(NS(=O)(=O)c3ccc(C)cc3)cccc2C(=O)N([C@H](C)CO)C[C@H]1C	9.5	2.0
21	CN(C)CC#Cc1ccc([C@H]2[C@H]3CN(CC4CC4)CCCCN3[C@H]2CO)cc1	-61.6	17.6
22	Cc1noc(C)c1S(=O)(=O)Nc1cccc2c1O[C@@H](CN(C)CC1CC1)[C@@H](C)CN([C@@H](C)CO)C2=O	-21.8	-1.6
23	Cc1ccc(S(=O)(=O)Nc2ccc3c(c2)C(=O)N([C@H](C)CO)C[C@H](C)[C@H](CN(C)C)O3)cc1	/	1.5
24	C[C@@H]1CCCCO[C@H](CN(C)C(=O)Nc2ccccc2)[C@@H](C)CN([C@H](C)CO)C(=O)c2cc(NS(=O)(=O)c3cccs3)ccc2O1	6.7	-15.8
25	COc1ccccc1NC(=O)N[C@@H]1C=C[C@@H](CC(=O)N2CCC(Cc3ccccc3)CC2)O[C@@H]1CO	/	-17.7
26	CNC[C@@H]1Oc2cc(-c3ccc(C(=O)N(C)C)cc3)ccc2S(=O)(=O)N([C@H](C)CO)C[C@H]1C	26.3	1.7
27	O=C(Cc1ccccn1)NCC[C@@H]1CC[C@H](NS(=O)(=O)c2ccc(Cl)cc2)[C@@H](CO)O1	7.3	2.9
28	COc1ccc(S(=O)(=O)Nc2cccc3c2O[C@@H](CN(C)CC2CCCCC2)[C@@H](C)CN([C@@H](C)CO)C3=O)cc1	17.3	4.5
29	C[C@H](CO)N1C[C@H](C)[C@@H](CN(C)C(=O)C2CCC2)Oc2ncc(C#CC3(O)CCCC3)cc2C1=O	68.3	-3.1
30	COc1ccc2c3c(n(C)c2c1)[C@@H](CO)N(C(=O)C1CCC1)CC31CN(C(=O)CN(C)C)C1	/	-6.2

#	GASC1 inh	Pf Dd2 inh
16	1.5	-9.5
17	-1.2	-64.9
18	3.2	14.1
19	0.3	/
20	-0.9	43.6
21	6.2	13.9
22	-0.4	16.9
23	1.4	17.0
24	0.5	/
25	-0.4	27.9
26	0.1	-35.1
27	0.0	-2.5
28	4.8	4.7
29	-1.5	3.5
30	0.2	-67.6

Individual results from the entries so far.
Under T cruzi growth, CN(C)c1ccc2c(c1)[C@@H]1C[C@@H](CC(=O)NCc3cccc(F)c3)O[C@H](CO)[C@@H]1O2 shows -13.0
Under T cruzi growth, C[C@H](CO)N1C[C@H](C)[C@H](CN(C)Cc2ccccc2)OCc2cn(nn2)CCCC1=O shows -27.5

Pulled by compound from above, 5 records:
#	SMILES	T cruzi growth	C diff HTS
28	COc1ccc(S(=O)(=O)Nc2cccc3c2O[C@@H](CN(C)CC2CCCCC2)[C@@H](C)CN([C@@H](C)CO)C3=O)cc1	17.3	4.5
25	COc1ccccc1NC(=O)N[C@@H]1C=C[C@@H](CC(=O)N2CCC(Cc3ccccc3)CC2)O[C@@H]1CO	/	-17.7
22	Cc1noc(C)c1S(=O)(=O)Nc1cccc2c1O[C@@H](CN(C)CC1CC1)[C@@H](C)CN([C@@H](C)CO)C2=O	-21.8	-1.6
20	CNC[C@H]1Oc2c(NS(=O)(=O)c3ccc(C)cc3)cccc2C(=O)N([C@H](C)CO)C[C@H]1C	9.5	2.0
18	CN(C)c1ccc2c(c1)[C@@H]1C[C@@H](CC(=O)NCc3cccc(F)c3)O[C@H](CO)[C@@H]1O2	-13.0	-9.9

#	GASC1 inh	Pf Dd2 inh
28	4.8	4.7
25	-0.4	27.9
22	-0.4	16.9
20	-0.9	43.6
18	3.2	14.1

Remaining list, next part.
#	SMILES	T cruzi growth	C diff HTS
31	CCC(=O)N[C@H]1C=C[C@@H](CC(=O)NCC2CC2)O[C@H]1CO	/	-2.7
32	C[C@H](CO)N1C[C@H](C)[C@@H](CN(C)C(=O)Cc2ccccc2)OCCCC[C@H](C)Oc2ccc(NC(=O)CCCN(C)C)cc2C1=O	28.5	2.7
33	C[C@H](CO)N1C[C@H](C)[C@@H](CN(C)C(=O)Nc2ccc(F)cc2)Oc2c(NC(=O)Nc3ccc(F)cc3)cccc2C1=O	/	9.9
34	CCNC(=O)[C@H]1[C@H](CO)[C@H]2Cn3c(ccc(-c4ccncc4)c3=O)[C@H]2N1Cc1ccccc1	14.1	1.0
35	C[C@@H]1CN([C@H](C)CO)C(=O)c2cc(-c3cccc(F)c3)cnc2O[C@@H]1CN(C)Cc1ccncc1	93.0	16.9
36	C[C@@H]1CN([C@H](C)CO)C(=O)Cc2cc(NC(=O)Nc3ccc(F)cc3)ccc2O[C@H]1CN(C)C(=O)Nc1ccc(F)cc1	-6.3	1.7
37	CN(C)CC(=O)N[C@@H]1C=C[C@H](CC(=O)O)O[C@H]1CO	/	-4.4
38	O=C(Cc1cccnc1)N1CC(=O)N2[C@H](C1)[C@H](c1ccc(/C=C/c3ccccc3)cc1)[C@@H]2CO	/	-15.7
39	CCCNC(=O)Nc1ccc2c(c1)C(=O)N(C)C[C@@H](OC)[C@H](C)CN(C(=O)CC)[C@@H](C)CO2	10.1	2.3
40	C[C@@H]1CN([C@@H](C)CO)C(=O)c2cc(NC(=O)CCN3CCOCC3)ccc2O[C@@H]1CN(C)S(C)(=O)=O	30.8	1.4
41	Cc1ccccc1S(=O)(=O)N1C[C@@H](O)COC[C@H]2O[C@@H](CC(=O)N3CCC(Cc4ccccc4)CC3)CC[C@@H]21	62.7	-0.5
42	COc1ccc(NC(=O)N[C@H]2CC[C@@H](CC(=O)NCc3ccccn3)O[C@@H]2CO)cc1	12.1	/
43	CO[C@@H]1CN(C)C(=O)c2ccc(NC(=O)c3ccno3)cc2OC[C@@H](C)N(S(C)(=O)=O)C[C@@H]1C	/	3.4
44	C[C@H]1CN([C@@H](C)CO)C(=O)c2cccc(NS(=O)(=O)c3cccs3)c2O[C@@H]1CN(C)S(=O)(=O)c1cn(C)cn1	85.2	/
45	C[C@H](CO)N1C[C@H](C)[C@H](CN(C)Cc2ccc3c(c2)OCO3)OCCCC[C@H](C)Oc2ccc(NC(=O)c3ccccc3)cc2C1=O	/	0.0

#	GASC1 inh	Pf Dd2 inh
31	2.4	-1.0
32	4.7	/
33	0.6	17.8
34	3.5	2.2
35	0.7	22.1
36	0.4	-2.3
37	-1.0	33.2
38	-1.4	8.7
39	-0.1	0.7
40	-0.2	-4.2
41	-2.8	-32.1
42	-0.7	-4.7
43	-0.5	2.5
44	2.9	11.3
45	1.2	-16.4

(listing goes on)
#	SMILES	T cruzi growth	C diff HTS
46	C[C@H](CO)N1C[C@H](C)[C@@H](CN(C)C(=O)Nc2ccccc2)Oc2c(NC(=O)C3CCOCC3)cccc2C1=O	/	1.4
47	O=C(C[C@@H]1C=C[C@@H](NC(=O)C2CCOCC2)[C@@H](CO)O1)Nc1ccccc1	/	-3.2
48	C[C@H](CO)N1C[C@H](C)[C@@H](CN(C)C(=O)Nc2cccc3ccccc23)OCCCC[C@H](C)Oc2ccc(NC(=O)Nc3ccc(F)cc3)cc2C1=O	93.2	-13.9
49	Cc1noc(C)c1S(=O)(=O)N(C)C[C@H]1Oc2ccc(NC(=O)CCCCCC(=O)Nc3ccccc3N)cc2CC(=O)N([C@@H](C)CO)C[C@@H]1C	/	6.6
50	C[C@@H]1CCCCO[C@@H](CN(C)C(=O)Nc2ccc3c(c2)OCO3)[C@H](C)CN([C@@H](C)CO)C(=O)c2cc(NC(=O)Cc3ccccc3)ccc2O1	59.6	-1.2
51	O=C(C[C@@H]1C=C[C@H](NC(=O)NC2CCCC2)[C@@H](CO)O1)NCc1ccc(F)cc1	-9.8	1.4
52	C[C@@H]1CN([C@H](C)CO)C(=O)c2cc(C#CC3(O)CCCC3)cnc2O[C@@H]1CN(C)C(=O)Cc1cccnc1	/	/
53	Cc1ccc(S(=O)(=O)N(C)C[C@@H]2Oc3cc(C#Cc4ccncc4)ccc3S(=O)(=O)N([C@@H](C)CO)C[C@@H]2C)cc1	-9.3	2.5

#	GASC1 inh	Pf Dd2 inh
46	0.4	13.0
47	-2.8	40.5
48	-3.4	17.0
49	1.9	-34.5
50	0.6	-7.0
51	-1.1	3.1
52	1.2	18.8
53	-14.4	-84.6*

Values in list order from the entries so far:
Compounds 46 to 53 in GASC1 inh, in turn: 0.4, -2.8, -3.4, 1.9, 0.6, -1.1, 1.2, -14.4

Complete entries, quoted from the list. Order of screens: T cruzi growth | C diff HTS | GASC1 inh | Pf Dd2 inh
Listed for `O=C(C[C@@H]1C=C[C@@H](NC(=O)C2CCOCC2)[C@@H](CO)O1)Nc1ccccc1` : / | -3.2 | -2.8 | 40.5
Listed for `C[C@H](CO)N1C[C@H](C)[C@@H](CN(C)C(=O)Nc2ccccc2)Oc2c(NC(=O)C3CCOCC3)cccc2C1=O` : / | 1.4 | 0.4 | 13.0
Listed for `C[C@@H]1CCCCO[C@@H](CN(C)C(=O)Nc2ccc3c(c2)OCO3)[C@H](C)CN([C@@H](C)CO)C(=O)c2cc(NC(=O)Cc3ccccc3)ccc2O1` : 59.6 | -1.2 | 0.6 | -7.0

Screening results: PubChem BioAssay, Broad Institute
